# BAZ2B inh = BAZ2B (human) inhibition; hit rate 4.4% among 360,000; AlphaScreen BAZ2B-H3K14Ac peptide displacement; Potency, µM (top dose mostly 114 µM), for the others: top-dose activity change, negative = inhibition, actives largely listed as inhibitors; Q9UIF8; also: potency is read from the fitted curve at half-maximal effect; % is scaled to controls: 0 for no effect and ±100 for the full control effect; nearly all actives have a fitted effect of over 60% in size
#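 Compounds, titrated to a top concentration of 110 uM, were incubated 30 min at room temperature with preformed BAZ2B/acetyl-K14 H3 peptide complex (50 nM each). Proximity signal was measured by AlphaScreen after 20 min with beads.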
# PI4K2A block = PI4K2A (human) kinase inhibition; Q9BTU6; purified PI4K2A, ADP-Glo luminescence, 1 h; active compounds read low; activity change, negative = inhibition, % at 76.9 µM; hit rate 0.13% among 420,000; in the data active = activity change below about -50%; inconclusive = mostly about -30% to -49%;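 also: -100% = wells without enzyme as full effect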
#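 In this quantitative HTS, ADP production by PI4K2A was quantified luminescently after 1 h at ambient temperature; 100 microM adenosine served as plate-quality control.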
# G9a inh = G9a (human) methyltransferase inhibition | G9a H3K9 monomethylation, AlphaScreen, 2 h | AID 504332 | Potency, µM (series often up to 102 µM), for the others: at the top dose activity, negative = inhibition, hits mostly inhibitors | hit rate 8.8% among 350,000; also: potency is read from the fitted curve at half-maximal effect; % is scaled to controls: 0 for no effect and ±100 for the full control effect; nearly all actives have a fitted effect of over 75% in size
#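 Methyltransferase reactions run at room temperature for 2 h (20 nM enzyme, 500 nM biotin-H3K9 peptide, 20 uM SAM) after a 15 min compound preincubation; product detected by AlphaScreen beads and anti-H3K9me1 antibody.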
# ERG Ets-DNA blk = inhibitors of human ERG Ets domain-DNA interaction; P11308; fluorescence polarization, His-ERG Ets domain / labelled DNA; Potency, µM (highest dose often 76.9 µM), for the others: at the highest dose FP activity, negative = inhibition, actives largely listed as inhibitors; hit rate 0.028% among 370,000; AID 624246; active = well fitted inhibition curve with a large enough effect in the polarisation, with a control signal flat; inconclusive = small, poorly fitted or top-dose-only effect, or effect the other way, or a change in a side signal; inactive = no such curve, though single readings can be large or run the other way; the % refers to the polarisation;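 also: polarization taken with two DNA probes labelled with fluorescein and Texas red; potency is read from the fitted curve at half-maximal effect; % of control where 0% means no effect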
#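 His-tagged ERG Ets domain (1 uM in the protein solution; 300mM KCl, 50mM Tris-HCl, 1mM EDTA, 1mM DTT, pH 7.5) received compound, then a probe mix of 5 nM fluorescein-DNA and 100nM Texas-615-DNA. Fluorescence polarization was read for both dyes.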
# HP1b binding inh = inhibitors of HP1-beta chromodomain binding to methylated histone tails. P83916. AlphaScreen HP1-beta / biotin-H3K9me3 peptide binding. Potency, µM (series often up to 114 µM), for the others: top-dose activity change, negative = inhibition, usual class: inhibitors. hit rate 0.56% among 390,000. AID 540317; also: potency is read from the fitted curve at half-maximal effect; nearly all actives have a fitted effect of over 70% in size; inactives centre near 23
#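 AlphaScreen: HP1-beta (50 nM) preformed 30 min with biotin-H3(1-18)K9me3 peptide (50 nM) in PBS pH 7.4, 0.01% Tween-20. Compound added for 30 min at RT, then streptavidin donor/nickel chelate acceptor beads (10 ug/mL) for 30 min.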
# JMJD2A Tudor = inhibitors of human JMJD2A Tudor domain; AlphaScreen JMJD2A-Tudor / H3K4me3 peptide binding; Potency, µM (series often up to 114 µM), for inactives: at the highest dose activity change, negative = inhibition, most hits filed as inhibitors; hit rate 4.4% among 390,000; also: potency is read from the fitted curve at half-maximal effect; % is scaled to controls: 0 for no effect and ±100 for the full control effect; nearly all actives have a fitted effect of over 50% in size
# Target sequence (O75164 whole entry, looked up, the tested form may be a part): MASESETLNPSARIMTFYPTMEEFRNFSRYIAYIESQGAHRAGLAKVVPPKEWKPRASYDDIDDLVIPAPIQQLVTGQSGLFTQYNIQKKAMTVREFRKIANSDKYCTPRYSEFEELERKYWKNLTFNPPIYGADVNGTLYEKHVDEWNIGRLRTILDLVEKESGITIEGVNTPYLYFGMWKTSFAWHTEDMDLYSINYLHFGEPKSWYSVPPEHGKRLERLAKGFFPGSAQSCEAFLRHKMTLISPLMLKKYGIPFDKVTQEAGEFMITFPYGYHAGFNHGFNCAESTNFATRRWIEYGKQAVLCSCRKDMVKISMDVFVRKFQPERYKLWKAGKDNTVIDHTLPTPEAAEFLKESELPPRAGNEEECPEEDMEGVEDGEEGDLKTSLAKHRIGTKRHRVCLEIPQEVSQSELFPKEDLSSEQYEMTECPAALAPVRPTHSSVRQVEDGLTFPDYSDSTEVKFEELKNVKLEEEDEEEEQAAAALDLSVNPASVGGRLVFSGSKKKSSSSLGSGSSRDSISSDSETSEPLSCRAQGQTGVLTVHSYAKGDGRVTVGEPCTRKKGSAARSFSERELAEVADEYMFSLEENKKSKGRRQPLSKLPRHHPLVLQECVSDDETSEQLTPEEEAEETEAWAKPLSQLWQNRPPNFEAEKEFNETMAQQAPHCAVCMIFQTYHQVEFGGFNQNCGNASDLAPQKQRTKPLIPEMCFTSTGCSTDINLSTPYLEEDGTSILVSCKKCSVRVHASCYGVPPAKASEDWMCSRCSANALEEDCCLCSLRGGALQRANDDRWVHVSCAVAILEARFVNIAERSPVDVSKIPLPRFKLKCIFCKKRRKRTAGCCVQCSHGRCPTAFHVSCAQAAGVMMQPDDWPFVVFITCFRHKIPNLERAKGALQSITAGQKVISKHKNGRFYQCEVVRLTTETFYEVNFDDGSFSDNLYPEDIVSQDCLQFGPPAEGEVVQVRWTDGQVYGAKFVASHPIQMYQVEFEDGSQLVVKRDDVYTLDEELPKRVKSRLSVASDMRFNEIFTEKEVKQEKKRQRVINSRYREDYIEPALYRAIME
# 12-LOX inh = blocks human arachidonate 12S-lipoxygenase; hit rate 1.1% among 580,000; AID 1671190; purified 12hLO, xylenol orange hydroperoxide absorbance; Potency, µM (doses to about 108 µM), for inactives: at the top dose activity change, negative = inhibition, most hits filed as inhibitors; P18054; also: potency is read from the fitted curve at half-maximal effect; % is scaled to controls: 0 for no effect and ±100 for the full control effect
#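 Purified human 12hLO (150 nM final) in 25 mM Hepes, 0.01% Triton X-100, pH 7.0 was preincubated 15 min at room temperature with compound. Then 40 uM arachidonic acid was added, 30 min. Hydroperoxide was read by Fe-XO absorbance ratio 573/405 nm.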
# GLS inh = blocks human kidney-isoform glutaminase activity; O94925; GLS enzymatic activity, qHTS titration; Potency, µM (highest dose often 45.5 µM), for the others: top-dose activity change, negative = inhibition, most hits filed as inhibitors; hit rate 0.21% among 410,000; also: potency is read from the fitted curve at half-maximal effect; % is scaled to controls: 0 for no effect and ±100 for the full control effect
#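 Two-point fluorescence kinetic (t0, 30 min RT) for hKGA; glutamate detected via glutamate oxidase–HRP–Amplex Red. Substrate: 1 mM L-glutamine solution; buffer 45 mM KH2PO4, pH 8.2.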
# RGS4 inh = inhibitors of human regulator of G protein signaling 4. P49798. Transcreener GDP fluorescence polarization, RGS4-accelerated GTP hydrolysis. Potency, µM (titrated, usually from 114 µM), inactives show at the top dose activity change, negative = inhibition, usual class: inhibitors. hit rate 0.039% among 390,000; also: potency is read from the fitted curve at half-maximal effect; % is scaled to controls: 0 for no effect and ±100 for the full control effect; nearly all actives have a fitted effect of over 75% in size; some results filed as inactive show a strong effect at the top dose
#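 MLSMR compounds (23 nl, pin-transferred) preincubated 10 min at room temperature with a 500nM (2x) first reagent, then RGS4 at 900nM (2x) plus Transcreener GDP mix added; fluorescence polarization (620/688 nm) read before and after 90 min at 30 °C.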
# Active calls of the source: *; ? = inconclusive; . = no result given; & = joins results of further samples; [ ] = another dose, or the depositor's remark. Unless noted, calls follow the shape of the dose curve; as a rule, active = well fitted curve in the direction sought with a large enough effect; inconclusive = small, poorly fitted or top-dose-only effect, or another doubt; inactive = no such curve, though single readings can be large; an effect the other way counts as inactive or inconclusive.
smiles	BAZ2B inh	PI4K2A block	G9a inh	ERG Ets-DNA blk	HP1b binding inh	JMJD2A Tudor	12-LOX inh	GLS inh	RGS4 inh
Cc1ccc2nc(N3CCN(C)CC3)[nH]c2c1	-9%	-11	-13%[12.7 µM]	2%	22%	-22%	?	26%	14%
Cc1cccn2c(NCC3CCCO3)c(C(C)C)nc12 (centres undefined)	.	-5	?	-1%	31%	-16%	-3%	2%	-10%
O=c1[nH]c(=O)n(Cc2ccccc2)c(O)c1C=NCCN1CCOCC1	-31%	3	?	.	30%	-9%	17%	1%	11%
CCN1CCN(Cc2cc(Br)cc(Br)c2O)CC1	7%	-5	?	-12%	13%	-21%	?	30%	3%
Cc1cc(C)c(C(=O)CN2CCOCC2)c(C)c1	-7%	24	3.2µM*	-2%	64%[activator]	?	?	-2%	?
O=P(Nc1ccccc1)(Nc1ccccc1)Oc1ccccc1	2%	-3	1%[59 µM]	11%	20%	1%	-4%	8%	-13%
CC1CCC[C@H](O)CCCCCc2cc(O)cc(O)c2C(=O)O1 (some centres undefined)	-11%&-7%	-4	-9%&1%[59 µM]	-2%	16%	-17%	6%	19%	19%
CC(C)CCP(=O)(O)c1ccccc1	4%	4	1%[12.7 µM]	1%	29%	-12%	-27%	9%	-3%
COc1cc(C=C2C(=O)NC(=O)NC2=O)ccc1OCc1ccc([N+](=O)[O-])cc1	.	-18	25µM*	6%	21%	35µM*	?	?	?
Cc1ccc(-c2nn(Cc3ccccc3)cc2C(=O)O)cc1	-20%	-1	3%	3%	42%[activator]	-5%	15%	2%	6%
CCCCOC(=O)c1ccccc1C(=O)OCc1ccccc1	181%[activator]	-2	-1%[0.501 µM]	-3%	237%[activator]	194%[activator]	?	9%	1%
CN1C(=O)N(C)C(=O)C2(Cc3ccccc3N3CCOCC32)C1=O (centres undefined)	-13%	6	-3%[12.7 µM]	6%	37%[activator]	-15%	-14%	29%	-4%
OC(c1ccccc1)(c1ccccc1)C1CCCN1 (centres undefined)	-25%	0	-24%[59 µM]	-2%	11%	-12%	-14%	-3%	-7%
COC(=O)C1=C(c2cccc(C#N)c2)C[C@@H]2CC[C@H]1N2C(=O)NCc1ccco1	8%	3	-7%[2.33 µM]	2%	41%[activator]	-13%	?	-4%	1%
CCOC(=O)c1c(C)n(Cc2ccco2)c2c1cc(O)c1ccccc12	-11%	4	16µM*	-7%	7%	-18%	?	15%	-11%
CCCCOc1ccc(C(C)=O)cc1Cc1c(O)[nH]c(=S)[nH]c1=O	-3%	2	-7%[0.501 µM]	4%	6%	-30%	13%	2%	?
Cn1ncc(Cl)c1C(=O)N1CCC2(CC1)OCCO2	3%	2	89%[activator]	14%	28%	0%	0%	8%	24%
CCCCN1CCS(=O)(=O)N(Cc2ccccc2Br)CC(C(=O)OC)C1 (centres undefined)	.	-3	.	4%	97%[activator]	-11%	28%	9%	-10%
CN(CCc1ccccc1)Cc1c[nH]c2ccccc12	?	-2	3.2µM*	2%	-9%	?	?	3%	-15%
CC(C)C(C)(NC(=O)c1cccn(Cc2ccc3c(c2)OC(F)(F)O3)c1=O)C(N)=O (centres undefined)	2%	3	22%	-2%	36%	-9%	-5%	5%	-7%
O=C(c1ccc2c(c1)ncn2-c1ccc(F)cc1F)N1CCC2(CC1)OCCO2	-2%	5	5%	-1%	9%	-14%	-10%	8%	16%
O=[N+]([O-])c1ccc(N2CCCC(C(F)(F)F)C2)c2ccncc12 (centres undefined)	?	-4	50µM*	-6%	?	?	?	-7%	-25%
O=C(CN1CCCC1=O)N1CCOCC1	11%	-2	-21%[59 µM]	4%	18%	-19%	0%	-15%	34%
COCCCn1c(-c2ccc(OC)cc2)cc(C(=O)NC2CCCCCCC2)c1C	?	4	-12%[59 µM]	8%	-7%	?	-7%	-12%	-12%
CCC(=NCCC(c1ccccc1)c1ccccc1)c1c(O)[nH]c(=O)[nH]c1=O	-33%	4	-2%[59 µM]	0%	-8%	-14%	-1%	-7%	-39%
COc1ccc(-n2c(O)c(C=NCc3ccc4c(c3)OCO4)c(=O)[nH]c2=O)cc1	-10%	7	-27%	7%	63%[activator]	-5%	?	-6%	-2%
COc1ccc(OC)c(N2C(=O)NC(=O)C3(Cc4cc(C)ccc4N(C)C3)C2=O)c1 (centres undefined)	-3%	1	8.9µM*	-2%	11%	-29%	?	-6%	16%
CCN1CCN(C(=O)Cc2coc3ccc4ccccc4c23)CC1	-26%	-1	50µM*	9%	-1%	-22%	?	-5%	-24%
Clc1ccc(C(OCCN2CCCCC2)c2ccccc2)cc1 (centres undefined)	5%	-6&-4	-39%[2.33 µM]	19%	30%	-4%	-23%	-3%	4%
N=C1c2ccccc2CN1c1cccc([N+](=O)[O-])c1	2%	17	?	-2%	11%	3%[57.1 µM]	0%	5%	-2%
Fc1ccc(Cn2nnnc2CN2CCC(n3nnc4cc(C(F)(F)F)ccc43)CC2)cc1	-13%	-1	16%[12.7 µM]	-3%	13%	-26%	-8%	0%	5%
CCCCC(=O)C1C(=O)NC(=O)NC1=O	-30%	1	-11%[59 µM]	7%	21%	56µM*	0%	-1%	-26%
CCN1CCN(c2nc3c(c(=O)[nH]2)CCCC3)CC1	-2%	5	?	-1%	13%	-11%	7%&7%	13%	16%
O=C(O)COc1ccc(/C=C2/SC(=S)N(Cc3ccccc3)C2=O)cc1	?	-3	?	12%	-8%	?	-60%	0%	-31%
CCOP(=O)(NC(C)C)Oc1ccc(SC)c(C)c1 (centres undefined)	.	-3	.	-3%	38%	-9%	-17%	7%	-4%
CCN(CC)C(=O)c1ccc(NC(=O)c2ccc(-c3nn(C)c(=O)c4ccccc34)cc2)cc1	?	-11&-7	3%[59 µM]	5%&0%	-1%&17%	?	7%&-5%&-17%	0%&6%	?
CC(Cc1ccc(OCC(=O)O)cc1)NCC(O)c1cccc(Cl)c1 (centres undefined)	.	0	21%[12.7 µM]	.	.	.	7%	.	13%[56.9 µM]
S=P(NCCSCc1ccccc1)(N1CC1)N1CC1	.	-4	.	-13%	13%	-31%	-15%	-8%	-28%
COc1cccc(CN2CCN(Cc3cccc(F)c3)CC2)c1	35µM*	-3	.	-2%	?	7.9µM*	7%	-3%	3%
O=S(=O)(NCC(c1cccnc1)N1CCN(c2ccc(F)cc2)CC1)c1ccccc1 (centres undefined)	.	0	.	.	22%	-32%	8%	28%	8%
NC(CCP(=O)(O)O)C(=O)O (centres undefined)	.	1	-11%[59 µM]	.	.	.	6%	.	5%[56.9 µM]
O=c1[nH]c(=O)n(CCC2=CCCCC2)c(O)c1/C=N/Nc1ccccc1	-24%	-21	3.5µM*	11%	51%[activator]	-31%	-13%	20%	-32%
COC12CCC3(CC1C(C)(O)C(C)(C)C)[C@H]1Cc4ccc(O)c5c4[C@@]3(CCN1CC1CC1)C2O5 (some centres undefined)	.	5	.	-7%	25%	-34%	-17%	28%	4%
CCc1nc2ccccc2c(=O)n1-c1ccccc1[N+](=O)[O-]	-29%	2	12%[59 µM]	-14%	8%	-12%	-13%	6%	-8%
C#CCOc1ccc(OC)cc1C(c1c(C)[nH][nH]c1=O)c1c(C)[nH][nH]c1=O	-3%	-30	?	-5%	5%	-14%	.	28%	?
O=c1ccc2cc(OC3O[C@H](CO)[C@@H](O)[C@H](O)[C@H]3O)c(O)cc2o1 (some centres undefined)	-4%	-2	-38%[59 µM]	19%	19%	-7%	-7%	37%[activator]	20%
CCCCOP(=O)(c1ccc(N(C)C)cc1)C(O)c1ccc(C(C)C)cc1 (centres undefined)	?	-3	?	14%	25%	-20%	-14%	19%	-6%
C[C@]12CCC(=O)C=C1CCC1C2CC[C@@]2(C)C1CC[C@]2(C)O (some centres undefined)	.	2	.	-9%	8%[57 µM]	-17%	9%	0%	-9%
COC(=O)C1=C(c2ccc(Cl)c(C(F)(F)F)c2)C[C@@H]2CC[C@H]1N2C(=O)NCc1cc(C)oc1C(F)(F)F	-1%	-2	-2%[2.33 µM]	-2%	42%[activator]	-19%	-5%	3%	-9%
CN1CCCC(C(=O)c2ccc(Cl)cc2)C1 (centres undefined)	1%	-5	-6%[0.501 µM]	10%	22%	-15%	6%	-5%	-4%
CCC(C)C1(CC)C(=O)NC(=O)N=C1N (centres undefined)	-15%	3	-7%[59 µM]	6%	43%[activator]	2%	1%	2%	4%
Cn1c(O)c(C=NCCN2CCN(C(=O)c3ccccc3)CC2)c(=O)n(C)c1=O	?	2	?	-2%	51%	0%	4%	-8%	-19%

# Copied from the listing (two entries):
smiles	BAZ2B inh	PI4K2A block	G9a inh	ERG Ets-DNA blk	HP1b binding inh	JMJD2A Tudor	12-LOX inh	GLS inh	RGS4 inh
CN1CCCC(C(=O)c2ccc(Cl)cc2)C1 (centres undefined)	1%	-5	-6%[0.501 µM]	10%	22%	-15%	6%	-5%	-4%
CCC(C)C1(CC)C(=O)NC(=O)N=C1N (centres undefined)	-15%	3	-7%[59 µM]	6%	43%[activator]	2%	1%	2%	4%

# Screening results: PubChem BioAssay, National Center for Advancing Translational Sciences (NCATS)

# This is a subset; the hit share may differ from the screen's.
